Screens as filed in PubChem BioAssay.
EPAC1 agonist – activates human EPAC1 exchange factor; O95398; EPAC1 agonist qHTS, biochemical assay; response scale: 100% = response to 6.5 mM cAMP; Potency, µM (series often up to 154 µM), inactives show at the top dose activation, usual class: activators; 360,000 compounds, 0.073% hits; AID 720707; note: potency is the fitted concentration of half-maximal effect; nearly all actives have a fitted effect of over 60% in size
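Multi-concentration qHTS readout: loss of Rap1B-bound BODIPY-GDP fluorescence driven by 100 nM EPAC1 with excess GDP (50 uM), monitored kinetically at room temperature; agonist response expressed relative to 6.5 mM cAMP.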
PLK1 PBD block – blocks phosphopeptide binding to human PLK1 polo-box domain | Plk1 PBD binding of FITC phosphopeptide, fluorescence polarization | P53350 | Potency, µM, for the others: max response, negative = inhibition, most hits filed as inhibitors | 360,000 compounds, 2.8% hits | AID 720504; note: potency is the fitted concentration of half-maximal effect; series mostly up to about 57 µM; % is set by controls: 0 for no effect and ±100 for the full control effect; nearly all actives have a fitted effect of over 65% in size
Target sequence (P53350 whole entry, looked up, the tested form may be a part): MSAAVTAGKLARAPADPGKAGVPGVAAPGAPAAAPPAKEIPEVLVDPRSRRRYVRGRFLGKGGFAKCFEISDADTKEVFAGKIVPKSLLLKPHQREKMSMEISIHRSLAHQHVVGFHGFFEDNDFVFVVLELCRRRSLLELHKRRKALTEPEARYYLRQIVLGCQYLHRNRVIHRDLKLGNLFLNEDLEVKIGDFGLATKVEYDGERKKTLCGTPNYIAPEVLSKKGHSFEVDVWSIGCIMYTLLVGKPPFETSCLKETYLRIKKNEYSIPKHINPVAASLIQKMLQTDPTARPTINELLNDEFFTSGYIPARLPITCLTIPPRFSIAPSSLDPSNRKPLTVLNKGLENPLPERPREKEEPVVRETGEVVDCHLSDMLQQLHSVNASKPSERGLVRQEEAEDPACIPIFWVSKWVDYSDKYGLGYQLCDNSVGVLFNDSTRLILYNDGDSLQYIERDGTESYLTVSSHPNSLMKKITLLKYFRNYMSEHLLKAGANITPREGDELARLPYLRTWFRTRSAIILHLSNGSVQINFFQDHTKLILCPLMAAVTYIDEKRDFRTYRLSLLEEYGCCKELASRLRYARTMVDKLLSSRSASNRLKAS
EPAC1 antagonist – antagonists of human EPAC1 | AID 720709 | 360,000 compounds, 0.14% hits | O95398 | EPAC1 GEF assay, Rap1b-BODIPY-GDP exchange fluorescence | Potency, µM (top dose mostly 115 µM), without a hit: top-dose activity change, negative = inhibition, actives largely listed as inhibitors;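 note: potency is the fitted concentration of half-maximal effect; plate controls were vehicle for no effect and positive control for full effect; nearly all actives have a fitted effect of over 50% in size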
IL2 activator – activators of IL-2 | IL-2 activation reporter assay, cell-based qHTS; stimulated with anti-CD3/CD4/CD28 beads; in transgenic mouse T cells | activation, % (series mostly up to about 46 µM) | 360,000 compounds, 0.065% hits; in the data active = activation above about 50%; inconclusive = mostly about 30% to 49%; note: 0% is about no effect
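Unstimulated transgenic mouse T cells; 60-min compound exposure; bead-based TCR/CD4/CD28 stimulation; 18 h culture, 37 degrees C; dual fluorescence (EGFP, DsRed) plate cytometry.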
GLP-1R inv ag – acts as inverse agonist at human GLP-1 receptor; P43220; HEK293 GLP-1R CRE-luciferase, luminescence, 24 h; GLP-1R form is constitutively active; Potency, µM (doses to about 38.3 µM), for inactives: top-dose activity change, negative = inhibition, actives largely listed as inhibitors; 410,000 compounds, 1.6% hits; AID 624417; note: potency is the fitted concentration of half-maximal effect; % is set by controls: 0 for no effect and ±100 for the full control effect; nearly all actives have a fitted effect of over 55% in size
Target sequence (P43220 whole entry, looked up): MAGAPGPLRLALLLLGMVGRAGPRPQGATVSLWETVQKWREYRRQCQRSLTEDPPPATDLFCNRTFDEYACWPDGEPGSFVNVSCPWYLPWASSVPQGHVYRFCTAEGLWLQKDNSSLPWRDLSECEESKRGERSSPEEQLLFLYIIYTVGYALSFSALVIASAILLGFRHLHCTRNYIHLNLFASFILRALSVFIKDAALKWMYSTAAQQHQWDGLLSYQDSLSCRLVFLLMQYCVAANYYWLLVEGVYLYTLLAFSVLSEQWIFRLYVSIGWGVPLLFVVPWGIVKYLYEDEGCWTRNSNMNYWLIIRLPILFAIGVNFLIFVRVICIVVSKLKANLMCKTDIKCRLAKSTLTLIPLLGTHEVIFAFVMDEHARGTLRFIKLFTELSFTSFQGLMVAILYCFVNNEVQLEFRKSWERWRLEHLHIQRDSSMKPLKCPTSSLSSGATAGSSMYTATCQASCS
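qHTS in 1536-well format: reporter HEK293 cells expressing constitutive GLP-1R activity in DMEM + 10% Nu serum, 24 hr with compounds at 37 deg C, luminescence read after 12 min with detection reagent.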
GLP1R ag – GLP-1 receptor (human) agonism; AID 624172; HEK293 GLP-1R CRE-luciferase, luminescence, 4-6 h; cells express a hypersensitive GLP-1R form; Potency, µM (top dose mostly 45.6 µM), for inactives: top-dose activation, usual class: activators; P43220; 380,000 compounds, 0.007% hits; note: potency is the fitted concentration of half-maximal effect; % of control where 0% means no effect
PTHR1 ag – activates the human parathyroid hormone receptor PTHR1; Q03431; HEK293 GP2 PTHR1 cells, GloSensor cAMP luminescence, 1 h; Potency, µM (top dose mostly 115 µM), for the others: top-dose activation, most hits filed as activators; 410,000 compounds, 0.075% hits; note: potency is the fitted concentration of half-maximal effect; nearly all actives have a fitted effect of over 55% in size; some results filed as inactive show a strong effect at the top dose; inactives centre near -15; many of its hits are not listed in these tables
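HEK-293-derived GP2 cells expressing PTHR1 and a GloSensor cAMP reporter, 3,000/well, plated overnight, given luciferin plus IBMX (each 0.5 mM as added) for 1 h at 37 °C, then compound for 1 h at 37 °C. Luminescence was read after 15 min at room temperature.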
HEK293 tox – cytotoxicity counter-screen for GLP-1 receptor inverse agonists; Potency, µM (titrated, usually from 38.3 µM), without a hit: at the highest dose activity change, negative = inhibition, usual class: inhibitors; HEK293 cAMP-luciferase reporter cells, luminescence, 24 h; 410,000 compounds, 0.13% hits; AID 624418;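 note: loss of luciferase light is scored as toxicity; potency is the fitted concentration of half-maximal effect; % is set by controls: 0 for no effect and ±100 for the full control effect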
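Here, cytotoxicity is scored as loss of luminescence. The MLSMR collection was tested on cells seeded in medium containing 10% Nu serum, with a 24 hr compound exposure preceded by 12 hours of culture.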
PI5P4K alpha inh – blocks human PI5P4K alpha kinase activity; P48426; PI5P4Kalpha enzyme, ADP-Glo luminescence, 60 min; stronger effect = lower value; max response, %; 330,000 compounds, 1.2% hits; active = max response of -50% or lower; inconclusive = between -30% and -50%; inactive = -30% or higher; note: value at the top dose of about 77 µM; % is set by controls: 0 for no effect and ±100 for the full control effect
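qHTS, 1536-well: enzyme/substrate mix, compound by pin tool, 5 microM ATP final; RT 60 min; ADP-Glo reagents 1 (45 min) then 2 (30 min); luminescence.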
* = called active by the depositor; i = inactive; u = inconclusive; x = not tested or not shown; [ ] = dose if it differs, or a comment. Unless noted, calls come from the whole dose curve; as a rule, active = well fitted curve in the direction sought with a large enough effect; inconclusive = small, poorly fitted or top-dose-only effect, or another doubt; inactive = no such curve, though single readings can be large; an effect the other way counts as inactive or inconclusive. An excerpt; count on the stated rates, not on these rows.

SMILES	EPAC1 agonist	PLK1 PBD block	EPAC1 antagonist	IL2 activator	GLP-1R inv ag	GLP1R ag	PTHR1 ag	HEK293 tox	PI5P4K alpha inh
CCCC(C(=O)O)N1C(=O)/C(=C2\C(=O)N(C)c3ccccc32)SC1=S (stereo not given)	4%	u	1%	2.2	u	-12%	i	-7%	2
CCOc1ccc(C)cc1S(=O)(=O)Nc1cccnc1	-2%	3%	-4%	2.9	10%	4%	-59%	2%	2
CC1(C)CC(N(Cc2ccco2)C(=O)Cc2ccccc2)CCO1 (stereo not given)	0%	-3%	0%	-0.1	0%	-6%	-10%[57.5 µM]	-11%	10
O=[N+]([O-])c1ccc2c(c1)C(=NO)c1cc(Cl)c(Cl)cc1-2	3%	-1%	-8%	-0.4	6%	3%	-21%	-12%	2
CN(C)c1ccc(C(=S)N2CCN(c3ccccc3)CC2)cc1	5%	-5%	-10%	-2.1	u	1%	-47%[inhibitor][57.5 µM]	19%	3
CCOC(=O)C1=C(C)N(C[C@@H]2CC[C@@H](Cc3ccc(-c4ccccc4)cc3)O2)C(=O)NC1c1ccc([N+](=O)[O-])cc1 (stereo not given in full)	-11%	-7%	13%	-0.4	u	6%	-43%[inhibitor]	-1%	-10
C=CCc1ccccc1OCC(O)CN1CCN(CCO)CC1 (stereo not given)	1%	2%	8%	-1.0	-22%	-4%	i	1%	1
CN(CC(=O)NC1CCCCC1)S(=O)(=O)c1ccc2c(c1)c(=O)n(C)c(=O)n2C	-4%	-1%	14%	0.0	10%	-5%	i	-5%	-6
CC1=NN(c2nc(-c3ccc(F)cc3)cs2)C(=O)C1	1%	-10%	-1%	-2.7	0%	-4%	-26%	-14%	x
COc1cccc(N2C(=O)C3CC=C(Cl)CC3C2=O)c1 (stereo not given)	0%	-11%	8%	-2.6	7%	4%	-3%[57.5 µM]	6%	x
Cc1nc2c(-c3ccc(F)cc3)c(C)nn2c(C)c1CCC(=O)N1CCC(Cc2ccccc2)CC1	4%	-9%	-18%	-2.4	u	13%	-24%	-5%	14
COc1ccccc1-n1cc(CN2CCN(CC=C(C)C)C(CCO)C2)cn1 (stereo not given)	2%	-10%	-2%	-1.6	1%	-4%	u	-13%	2
O=C(NCCS(=O)(=O)c1ccc(Br)cc1)c1ccccc1Cl	-5%	0%	12%	-2.8	-14%	0%	-23%	-20%	4
CCOC(=O)CN1C(=O)N[C@@H](c2cccc(F)c2)C(C(C)=O)=C1C	-8%	-7%	-16%	0.9	-23%	-6%	i	6%	-1
CC1CN(CC(=O)Nc2nc(-c3ccc(Cl)cc3)cs2)CC(C)O1 (stereo not given)	12%	-12%	7%	-0.4	u	-1%	-38%[inhibitor]	-9%	-10
CCc1ccc(N(C(=O)Cn2nnc(-c3ccccc3)n2)C(C(=O)NC2CCCCC2)c2ccccn2)cc1 (stereo not given)	10%	-5%	-20%	2.4	8%	-2%	-3%	-5%	2
O=C(COC(=O)c1ccc[n+]([O-])c1)Nc1ccccc1OC(F)F	-8%	-1%	7%	1.1	1%	-1%	-8%	-7%	-15
O=C(N/N=C/c1cccn1-c1ccc([N+](=O)[O-])cc1)C(O)c1ccccc1 (stereo not given)	5%	-8%	0%	-0.5	1%	-7%	-8%[57.5 µM]	-3%	x
CN(Cc1cccnc1)Cc1cn[nH]c1-c1ccc(-c2ccccc2)cc1	7%	-6%	7%	-2.7	u	23%	i	-11%	1
COc1ccc2nc(C)c(C(=O)NN)cc2c1	7%	-13%	-3%	-0.1	11%	17%	-10%	4%	6
S=C(NCCc1ccccc1)Nc1ccc(Cl)cc1Cl	19%	-2%	-7%	0.9	u	-6%	-3%[57.5 µM]	u	-7
O=C(COc1ccc(Cl)cc1Cl)NN1C(=O)C2C3C=CC(C3)C2C1=O (stereo not given)	-3%	-11%	17%	1.2	8%	5%	i	7%	6
S=c1nn[nH]n1C12CC3CC(CC(C3)C1)C2	7%	u	2%	0.1	-19%	-1%	i	-23%	x
C[C@H](NC(=O)NCCc1ccccc1)C(=O)O	0%	-3%	-10%	-0.1	1%	1%	-8%[57.5 µM]	-1%	-8
CC1=CC(C)(C)N(C(=O)CSc2nccn2C)c2cc(C)ccc21	3%	-9%	-9%	-2.8	0%	-4%	i	4%	x
CC(C)Oc1ccc(/C(O)=C2/C(=O)C(=O)N(CCN3CCOCC3)C2c2ccccc2)cc1 (stereo not given)	4%	-5%	-4%	1.6	-18%	-4%	i	-8%	2
Cc1cc(NC(=O)Nc2ccc(Cl)cc2)n(-c2ccccc2)n1	4%	-1%	-2%	-4.3	u	-1%	-10%	1%	5
Cc1nnc(SCC(=O)Nc2nccs2)n1C(C)C	6%	-3%	-20%	-3.2	12%	-6%	i	-4%	4
CCOC(CNC(=O)Cn1nc(Cc2ccncc2)c2ccccc2c1=O)OCC	17%	-14%	5%	1.1	4%	10%	i	-1%	2
CCn1c(-c2ccc(N(C)C)cc2)nc2ccccc21	3%	0%	-8%	-2.5	-21%	3%	-21%[57.5 µM]	u	2
COc1ccccc1NCc1nnc2n1CCCCC2	x	x	x	x	13%	-1%	i	-3%	x
CCCNC(=S)N1CCC(NC(=O)c2ccc(C)cc2)CC1	9%	-18%	-2%	2.5	u	-14%	i	4%	-5
Cc1ccc(N(C)S(=O)(=O)c2cccc(C(=O)OCC(=O)N(C)Cc3ccccc3)c2)cc1	17%	-14%	-2%	-1.9	u	0%	-95%[inhibitor]	2%	-1
O=[N+]([O-])c1ccccc1-c1cc(-c2ccccc2O)n[nH]1	-5%	-6%	u	-0.3	u	14%	-5%	-4%	5
COc1cccc(NC(=S)/C(=C(\[O-])c2cc(C)n(-c3ccccc3F)c2C)[n+]2ccc(N(C)C)cc2)c1	15%	-24%	13%	-0.7	u	-4%	-10%	13%	-17
CC(C)(C)C(=O)Nc1ccc(C(=O)Nc2cccnc2)cc1	7%	-5%	22%	-0.2	0%	-8%	-13%	-5%	2
COc1cccc(Nc2nc(C(N)c3ccccc3Cl)cs2)n1 (stereo not given)	2%	-5%	-14%	0.0	u	15%	19%	-6%	-1
COc1ccc(C(C(=O)NCc2ccccc2)N(Cc2ccc3c(c2)OCO3)C(=O)c2cnccn2)cc1 (stereo not given)	7%	-7%	12%	2.0	u	-4%	i	-8%	x
S=c1[nH]nc(-c2cc(-c3ccsc3)n[nH]2)n1-c1ccccc1	-3%	-13%	4%	0.2	19%	3%	-25%	3%	-10
Cc1cc(C)nc(NC(=O)/C=C/c2ccc(Cl)cc2Cl)c1	2%	-8%	-4%	-1.0	u	8%	-17%	-3%	1
O=C(NCCO)C(=O)Nc1cc2c3c(c1)CCN3C(=O)CC2	4%	1%	-15%	1.7	-3%	-1%	-16%	1%	0
COc1cccc(CN(CC(=O)NC2CCCCC2)C(=O)c2csnn2)c1	-1%	-14%	-21%	-0.4	11%	16%	i	8%	4
CC(C)(C)c1ccc(OCC(=O)O/N=C(\N)c2ccncc2)cc1	3%	-2%	-10%	-2.3	u	28%	-40%[inhibitor]	-3%	-7
COCCCNC(=O)C1CCCN(S(=O)(=O)c2cccc3nsnc23)C1 (stereo not given)	-2%	-9%	-12%	0.2	6%	-2%	i	-5%	-2
Cc1[nH]n(-c2ccccc2)c(=O)c1C(=O)c1ccc([N+](=O)[O-])cc1	4%	-18%	2%	-1.3	2%	1%	-32%	3%	-1
CCOC(=O)C1CCCN(C(=O)c2cn(CC)c3ccc(S(=O)(=O)N4CCCC4)cc3c2=O)C1 (stereo not given)	11%	-5%	-11%	-3.3	24%	9%	i	11%	x
COc1ccc(NC(=O)c2cc([N+](=O)[O-])ccc2N2CCCCC2)cc1OC	4%	-3%	-18%	-0.8	-3%	11%	-19%	-10%	7
Fc1ccc(/C=N/Nc2ccccn2)cc1	2%	-6%	-9%	-4.0	u	19%	i	u	-1
O=C(COC(=O)c1cnc(Cl)c(Cl)c1)NCc1ccco1	-3%	-11%	6%	0.5	13%	1%	i	-4%	u
COc1ccc(NC(=O)CC2C(=O)N(CCc3ccccc3)C(=S)N2Cc2cccnc2)cc1 (stereo not given)	12%	-8%	-15%	2.2	u	-8%	-5%[57.5 µM]	-5%	x
O=C(CCc1nc2ccccc2c(=O)[nH]1)NCc1ccccn1	-2%	-9%	-23%	-0.2	7%	2%	i	-5%	1
CCOc1ccc(OCCOCCOc2c(Cl)cccc2Cl)cc1	3%	-5%	4%	-5.3	-24%	6%	-4%	25%	-10
O=C(COc1ccccc1Cl)Nc1nc(-c2ccncc2)cs1	-4%	-7%	-6%	-0.8	14%	4%	-8%	-4%	-24
O=[N+]([O-])c1nn(-c2ccccc2)n(O)c1=NCc1ccc2c(c1)OCO2	2%	-3%	17%	-2.9	0%	7%	i	-14%	x
CCCCN(CC(=O)NC(C)(C)C)C(=O)C(=O)Nc1ccc2c(c1)OCCO2	3%	-1%	-6%	0.0	4%	0%	i	3%	11
CC(Oc1ccc(Cl)cc1)C(=O)NCC1CCCO1 (stereo not given)	1%	-15%	-12%	-0.7	-2%	2%	18%	8%	3
FCCCOc1ccc(/C=N/OCc2ccc(Cl)cc2Cl)cc1	10%	-2%	-11%	0.5	u	2%	-13%	-2%	37

Quoted from the listing:
`CCOc1ccc(OCCOCCOc2c(Cl)cccc2Cl)cc1` in PLK1 PBD block is entered as -5%
`O=[N+]([O-])c1nn(-c2ccccc2)n(O)c1=NCc1ccc2c(c1)OCO2` in GLP-1R inv ag is entered as 0%
`CC(Oc1ccc(Cl)cc1)C(=O)NCC1CCCO1` (stereo not given) in GLP-1R inv ag is entered as -2%
